Bioassay records: PubChem BioAssay, several laboratories
STAT1 blocker – reduces IFN-gamma driven STAT1 reporter signal; NIH 3T3 STAT1-luciferase reporter, luminescence; inhibition, % at 5.5 µM; 200,000 tested, 0.35% active;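 active = inhibition above a set limit, the mean inhibition across all tested compounds plus 3 SD, cut at about 34% in these data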;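 also: 0% = IFN-gamma with DMSO and 100% = IFN-gamma with 300 µM nifuroxazide; values of inactives mirror those of a sister screen read the other way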
STAT3 act – increases IL-6 driven STAT3 reporter signal; U3A cells, IL-6 STAT3-luciferase reporter, luminescence; 100% = signal with IL-6 EC80 alone; activation (% of control), % at 5.6 µM; 190,000 tested, 0.91% active;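 active = activation above the screen-wide mean of compound activation plus 3 SD, cut at about 130% in these data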;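 also: 0% = background luminescence of wells with medium and substrate only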
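Test system: Human STAT1-deficient U3A cells with stable STAT3-luciferase reporter | Also added: Interleukin-6, 33 ng/mL | Timing: Compound pre-incubation 1 h before IL-6, then 6 h stimulation at 37 °C | Technique: Luciferase reporter luminescence | Read-out: Percent of IL-6-only median luminescence | Benchmarks: IL-6-only wells as 100% reference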
Hsp70 activator – Hsp70 transcriptional activation, primary screen; activation, % at 10 µM; HeLa Hsp70 promoter luciferase reporter, luminescence; scaled: vehicle 0, proteasome-inhibitor control 100%; 200,000 tested, 0.04% active; AID 1203;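 active = activation above the mean across all tested compounds plus 3 SD, cutoff set per campaign, cut at about 5.5% in these data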;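 also: 100% = MG132 at 30 µM as the positive control and 0% = DMSO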
APP 5'UTR act – APP 5'UTR luciferase reporter activation. 190,000 tested, 1% active. AID 1276. SH-SY5Y APP 5'UTR luciferase reporter, luminescence; zero percent = DMSO vehicle wells. activation, % at 2 µM;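 active = activation above a set limit, based on mean plus 3 SD of controls, cut at about 140% in these data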; also: values of inactives mirror those of a sister screen read the other way
HMGR II inh – E. faecalis class II HMG-CoA reductase inhibition. purified E. faecalis HMGR, NADPH absorbance 340 nm kinetic. inhibition, % at 10 µM. 190,000 tested, 0.41% active. AID 1066;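 active = inhibition above a set limit, the median over all tested compounds plus 3 SD, cut at about 9.5% in these data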;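 also: enzyme runs in reverse so mevalonate oxidation gives rising NADPH absorbance; 0% = complete reaction with DMSO and 100% = background rate lacking mevalonate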
DTT redox prof – compounds producing H2O2 with reducing agent – biochemical, NIH compound library profiling, artefact control for MLSCN library redox annotation, primary screen; activation, % at 10 µM; 200,000 tested, 0.03% active; DTT-dependent redox cycling H2O2, phenol red/HRP absorbance; 100% = 100 µM peroxide control, 0% = buffer;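 active = activation of at least 50% relative to the plate's high and low controls in the primary single-dose screen; inactive = activation below 50%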;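 also: compound incubated with DTT at 0.8 mM final as the reducing agent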
STAT1 activator – STAT1 signaling activation; 200,000 tested, 2.6% active; AID 932; NIH 3T3 STAT1-luciferase reporter, IFN-gamma, luminescence; 100% = IFN-gamma alone, no compound; activation (% of control), % at 5.5 µM;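 active = activation above the screen-wide mean activation plus 3 SD, cut at about 130% in these data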;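 also: raw ratio to IFN-gamma control signal so 100% means no change and 0% no light; values of inactives mirror those of a sister screen read the other way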
TLR4-MyD88 BLA – blocks binding of human TLR4 to MyD88 | O00206+Q99836 | HeLa CL3-4 TLR4/MyD88 BLA complementation, FRET ratio | inhibition, % at 8.4 µM | 200,000 tested, 0.18% active; in the data active = inhibition above about 25%;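 also: 0% = vehicle and 100% = reference inhibitor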
Target sequence (O00206 whole entry, looked up): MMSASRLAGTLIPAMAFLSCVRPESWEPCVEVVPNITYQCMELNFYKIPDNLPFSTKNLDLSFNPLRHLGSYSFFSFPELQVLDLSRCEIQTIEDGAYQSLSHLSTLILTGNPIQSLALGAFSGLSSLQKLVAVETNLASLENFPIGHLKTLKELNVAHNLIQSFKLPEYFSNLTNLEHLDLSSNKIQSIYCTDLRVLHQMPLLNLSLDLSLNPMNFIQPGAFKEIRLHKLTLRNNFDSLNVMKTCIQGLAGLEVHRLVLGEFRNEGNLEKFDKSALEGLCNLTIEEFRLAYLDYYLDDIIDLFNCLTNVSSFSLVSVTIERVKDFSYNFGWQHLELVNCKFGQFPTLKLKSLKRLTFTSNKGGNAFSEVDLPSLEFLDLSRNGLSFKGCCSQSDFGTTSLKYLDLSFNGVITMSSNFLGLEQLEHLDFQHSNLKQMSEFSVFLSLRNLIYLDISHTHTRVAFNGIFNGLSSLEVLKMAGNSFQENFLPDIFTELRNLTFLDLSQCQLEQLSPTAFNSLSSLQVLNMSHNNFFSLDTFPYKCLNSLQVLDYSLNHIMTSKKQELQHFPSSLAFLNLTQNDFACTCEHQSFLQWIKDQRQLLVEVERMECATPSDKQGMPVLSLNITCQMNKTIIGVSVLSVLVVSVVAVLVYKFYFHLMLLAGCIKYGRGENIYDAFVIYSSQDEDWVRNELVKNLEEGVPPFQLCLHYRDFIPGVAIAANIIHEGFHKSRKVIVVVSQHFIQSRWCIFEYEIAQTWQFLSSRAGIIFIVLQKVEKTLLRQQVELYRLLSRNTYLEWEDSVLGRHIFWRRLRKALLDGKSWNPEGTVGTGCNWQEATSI
Target sequence (Q99836 whole entry, looked up): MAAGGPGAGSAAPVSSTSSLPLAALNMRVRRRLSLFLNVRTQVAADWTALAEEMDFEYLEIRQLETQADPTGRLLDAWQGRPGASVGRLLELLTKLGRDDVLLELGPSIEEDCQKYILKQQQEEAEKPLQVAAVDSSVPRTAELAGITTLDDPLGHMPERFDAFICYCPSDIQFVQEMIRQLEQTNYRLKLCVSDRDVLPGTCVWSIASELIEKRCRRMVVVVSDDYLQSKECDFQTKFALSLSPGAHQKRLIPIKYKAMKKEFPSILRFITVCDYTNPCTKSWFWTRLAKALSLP
NF-kB neuron act – raises NF-kB expression in human neuronal cells | NF-kB reporter expression; hits give high values | fold change at 12.5 µM | 190,000 tested, 1.6% active | AID 1239; in the data active = fold change above about 3.3
STAT3 inh – inhibitors of IL-6 induced STAT3 signaling. inhibition, % at 5.5 µM. AID 862. 190,000 tested, 0.89% active. U3A cells, IL-6 STAT3-luciferase reporter, luminescence; host cell line lacks STAT1;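 active = inhibition above the mean inhibition across all screened compounds plus 3 SD, cut at about 44% in these data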;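 also: 0% = DMSO only wells and 100% = 100 µM nifuroxazide control wells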
Starred values were filed as active, the others as inactive; nt = not tested or not shown.

SMILES	STAT1 blocker	STAT3 act	Hsp70 activator	APP 5'UTR act	HMGR II inh	DTT redox prof	STAT1 activator	TLR4-MyD88 BLA	NF-kB neuron act	STAT3 inh
COc1ccc(C(=O)N2CCN=C2c2ccccc2)cc1OC	1	97	-0.3	16	-3	1.6	99	-14	1.1	6
Cc1ccc(F)cc1NC(=O)CSc1ncccn1	-13	103	0.3	-3	-10	-2.0	110	9	1.1	4
CCOc1ccc(S(=O)(=O)N(CC(=O)N/N=C/c2cccs2)c2ccc(C)cc2)cc1	0	114	-0.1	-5	5	-3.0	100	2	0.92	-11
O=C(N/N=C/c1ccccn1)c1cccc(S(=O)(=O)Nc2ccccc2Cl)c1	6	98	-0.2	-2	-5	-1.7	94	-2	1.4	5
CCN(CC)C(=O)CSc1nc(C)cc(C)c1C#N	0	94	-0.2	13	-2	-0.7	99	1	1.2	18
CCc1cc2c(N3CCCCC3)ncnc2s1	8	94	1.7	5	-3	1.9	92	-10	0.9	13
Cc1cc(C)n(-c2ccc(C(=O)Nc3ccc4c(c3)OCCO4)cc2)n1	-17	88	-0.1	40	0	0.9	115	0	1.3	17
CC1=NN(c2ccccc2)C(=O)/C1=C\N1CC(C)OC(C)C1 (configuration not stated)	0	118	0.1	-1	nt	0.3	100	-7	1.2	-9
Cc1ccc2nc(NC(=O)c3ccc(Cl)s3)sc2c1	-58	90	0.6	64	3	-0.8	152*	-14	5.3*	20
N#C/C(C(=O)c1ccccc1)=C1/CCCCCN1	-26	97	0.0	52	-1	2.3	124	6	2.3	10
CCC(C)OC(=O)C1=C(C)NC(=O)NC1c1ccc(F)cc1 (configuration not stated)	1	104	-0.3	7	1	2.2	99	-11	1.5	1
COc1cc(OC)cc(C(=O)Nc2ccc(S(=O)(=O)Nc3ncccn3)cc2)c1	6	97	-0.3	6	1	0.3	93	-10	1.1	5
NS(=O)(=O)c1ccc(NC(=O)c2cc(Cl)ccc2Cl)cc1	6	101	-0.2	25	-8	-0.5	95	-1	1	0
Cc1ccc(SCC(=O)Nc2ccc(-c3nc4ccccc4[nH]3)cc2)cc1	-36	101	0.3	8	-7	0.1	132*	-3	1.4	-1
Cc1ccc(-c2ccc(NC(=O)C3C4C=CC(C4)C3C(=O)O)cc2)o1 (configuration not stated)	-16	100	0.1	27	-2	-0.6	115	0	1.7	0
CSc1ccccc1NC(=O)COc1ccc(Cl)cc1Cl	-2	90	-0.4	19	-8	0.4	102	4	1.5	7
Cc1ccc(N2C(=O)Nc3ccc(Br)cc3C2(O)C(=O)NCCCN(C)C)cc1C (configuration not stated)	-5	101	-0.1	27	-1	-0.1	104	11	0.93	5
Cc1[nH]nc(SCC(=O)NCc2ccc(F)cc2)c1[N+](=O)[O-]	1	97	-0.4	-2	-5	-0.5	99	6	0.92	7
CCCc1nc(S(=O)(=O)Cc2ccc(Cl)cc2Cl)n[nH]1	-4	98	-0.1	-11	-2	2.0	104	-3	1.6	7
Cc1nn(-c2ccc(Cl)c(Cl)c2)c(C)c1C(=O)O	4	100	-0.4	-4	-3	-1.0	96	3	1.2	2
O=C(NCc1ccc2c(c1)OCO2)c1n[nH]c(=O)c2ccccc12	-2	98	-0.3	16	-3	0.1	100	-9	1.2	4
CCOc1cc(NC(=S)NCCCN2CCOCC2)c(OCC)cc1NC(=O)c1cccc(C)c1	-4	104	-0.5	-6	-1	0.1	104	6	0.95	2
COc1ccc(N(C(=O)c2cccc(OC)c2OC)C2C=CS(=O)(=O)C2)c(OC)c1 (configuration not stated)	0	100	0.1	5	-4	2.2	100	-2	1.5	6
CCc1nnc(NC(=O)CSc2nc3c(cc2C#N)CCCC3)s1	-7	95	0.0	199*	-3	2.9	107	1	2.4	10
COc1ccc(-n2c(Cn3nnc4ccccc43)nnc2SCC(=O)O)cc1	-7	101	0.1	26	0	2.1	107	1	1.1	5
SMILES	STAT1 blocker	STAT3 act	Hsp70 activator	APP 5'UTR act	HMGR II inh	DTT redox prof	STAT1 activator	TLR4-MyD88 BLA	NF-kB neuron act	STAT3 inh
Cc1sc2ncnc(N3CCCCC3C)c2c1C (configuration not stated)	8	91	0.1	10	2	-0.1	91	-6	0.95	14
O=C(Nc1cccnc1)C1CC(c2ccccc2O)=NO1 (configuration not stated)	2	101	0.0	7	-3	0.2	98	-15	1.1	-3
Cn1c(=O)c2c(c3ccccc31)OC(=O)CC2c1cccnc1 (configuration not stated)	1	137*	0.0	9	-11	-0.8	97	-3	1.1	-34
S=C(NC1CC1)N1CCc2ccccc2C1	6	91	-0.2	5	1	-0.5	93	0	1.2	15
CSc1ccc(CN2CCN(CC=C(C)C)C(CCO)C2)cc1 (configuration not stated)	-1	100	-0.1	3	-1	-1.6	99	9	1.2	4
O=C(O)CC(=O)Nc1ccccc1C(=O)O	-4	101	-0.2	-2	-3	0.1	107	11	1.3	0
CCCCn1c(SCc2c(C)noc2C)nc2cc(S(N)(=O)=O)ccc21	18	79	0.8	11	-1	-0.7	84	5	2	31
O=C(NCc1cccs1)[C@@H]1CSC2c3ccccc3C(=O)N21 (some centres not stated)	2	92	0.0	-13	-3	2.0	98	-7	1.4	14
CC(=O)NC1(c2nnnn2CCOC(=O)Nc2ccc(Cl)cc2)CCCCC1	-5	99	-0.4	-15	-3	0.2	104	-5	1.2	3
CC(C)c1nc(SCC(=O)Nc2ccc3c(c2)OCCO3)n[nH]1	4	98	0.8	31	-2	-0.1	98	11	1.1	7
COc1ccc(CC(=O)NNC(=O)CSc2ccc(C)cc2)cc1	-2	109	-0.4	-1	-3	-0.8	99	0	1.4	-6
Cc1cc(C(=O)NCc2ccco2)c2cc(F)ccc2n1	0	109	-0.2	-14	1	-0.2	98	-11	1.1	-3
Cc1ccc(C(C(=O)NCc2ccccc2)N(C(=O)c2csnn2)c2cccc3ccccc23)o1 (configuration not stated)	6	106	-0.3	-11	-2	0.1	94	1	0.81	-7
C/C(=N\OCC(=O)Nc1c(C)cc(C)cc1C)c1ccc2c(c1)OCCO2	7	98	-0.4	11	-8	0.3	94	6	0.93	4
Cc1c(C(=O)NCCSCc2ccco2)cccc1[N+](=O)[O-]	-4	99	-0.2	8	-1	0.3	104	10	1.3	-2
COc1ccc(C(C)=O)cc1CSc1nc2ccccc2c(=O)n1-c1ccccc1	0	103	-0.4	-7	-6	0.2	100	-10	0.99	-8
CSc1ccccc1NC(=O)c1cccs1	-6	84	-0.1	8	-1	0.1	105	5	1.4	22
COc1ccc(-c2csc(NC(=O)C3COc4ccccc4O3)n2)cc1OC (configuration not stated)	8	nt	0.1	6	-5	0.1	92	-28	0.57	nt
CC(NC(=O)COC(=O)/C=C/c1cccc(C(F)(F)F)c1)c1ccccc1 (configuration not stated)	12	109	-0.4	9	-3	-0.1	89	0	1.2	-8
COc1ccc(C2c3[nH]c4ccccc4c3CCN2C(=O)c2cn3ccccc3n2)c(F)c1 (configuration not stated)	-29	161*	-0.1	34	-8	-1.0	125	-23	1.3	-64
Oc1c(Br)cc(C=Nc2ccc3nc(-c4ccccc4)[nH]c3c2)c(O)c1Br	-37	102	0.2	70	-4	-1.3	133*	5	0.83	9
CN(CC(=O)NC(c1ccccc1)c1ccccc1)Cc1nc2ccccc2c(=O)[nH]1	4	102	-0.5	-41	-1	0.0	96	-1	0.74	6
CCOC(=O)C1C(=O)CC(C)(O)C(C(=O)OCC)C1c1ccccc1OC (configuration not stated)	-2	101	0.1	8	1	3.0	102	-14	1.1	2
COc1ccc(NC(=O)C(C)NS(=O)(=O)c2ccccc2)cc1Cl (configuration not stated)	3	95	0.1	5	3	3.0	97	-3	0.97	10
CC(C)CC(=O)N1CCN(C(=O)c2ccco2)CC1	-7	105	-0.1	8	-5	-0.4	107	-7	1.1	4
SMILES	STAT1 blocker	STAT3 act	Hsp70 activator	APP 5'UTR act	HMGR II inh	DTT redox prof	STAT1 activator	TLR4-MyD88 BLA	NF-kB neuron act	STAT3 inh
COc1ccc(NC(C)=O)cc1NC(C)C(=O)Nc1ccc(F)c(F)c1F (configuration not stated)	2	99	-0.2	20	-1	-0.2	99	-6	1.1	1
CON(C)c1nc(OCC#N)nc(N(C)C)n1	-8	94	-0.2	-11	-2	-0.1	107	3	0.97	10
O=C(CN1C2=NCCN2c2ccccc21)c1ccc(Br)cc1	7	114	0.1	12	-6	3.0	94	15	0.89	-13
Cc1ccn(CC(=O)N2CCCC(C(=O)c3cccc4ccccc34)C2)n1 (configuration not stated)	0	100	-0.1	-3	-6	0.7	99	0	1	11
Cc1ccsc1C(=O)OCC(=O)Nc1ccc(Cl)cc1C(F)(F)F	5	96	-0.2	15	6	0.5	96	2	1.2	0
CNC(=O)COC(=O)c1ccccc1Nc1ccccc1	-8	111	0.5	31	-4	-1.6	106	-11	1	-6
COc1ccccc1-c1ccc(=O)n(CC(=O)NCc2ccc3c(c2)OCO3)n1	-3	103	-0.3	4	-8	4.1	103	-2	1.1	3
Cc1ccc(OCCCn2c(CO)nc3ccccc32)cc1	-11	88	0.1	5	-3	1.7	110	-13	1.5	18
CCCN1C(=O)C(O)(CC(=O)c2cccc(OC)c2)c2ccccc21 (configuration not stated)	-4	97	0.3	-1	-4	0.1	104	1	0.95	7
COc1ccc(Nc2nc(-c3cc4cccc(OC)c4oc3=O)cs2)cc1	8	75	-0.3	24	2	0.6	92	-1	1.3	30
CC(=O)c1cccc(NC(=O)Cc2cccs2)c1	4	91	-0.1	-9	-2	-3.2	98	-1	1.1	15
Cc1cc(NC(=O)CSc2nnc(-c3ccoc3C)n2N)no1	2	87	0.0	13	-2	0.3	98	6	1.2	17
O=C(CSc1nnc(-c2ccccc2)c(-c2ccccc2)n1)NC1CCS(=O)(=O)C1 (configuration not stated)	6	105	-0.1	11	-1	-1.7	94	-9	1	-3
O=C(c1ccc2ccccc2c1)N1CCN(c2ccc(C(F)(F)F)cn2)CC1	4	101	-0.4	1	-1	0.2	96	-2	1.2	-2
COc1ccc2oc(C(=O)c3ccccc3)c(NC(=O)CN3CCN(C)CC3)c2c1	-13	88	-0.1	-3	0	-0.4	112	6	0.78	18
COC(=O)CN1C(=O)N/C(=C/c2ccc(OC)cc2)C1=O	-8	107	-0.1	5	4	1.4	106	-7	1.1	4
CN(C)S(=O)(=O)c1ccc(N2CCOCC2)c(C(=O)O)c1	2	100	-0.1	-8	-4	0.4	98	-14	1.3	0
Cc1ccc(/C=C/C(=O)O)cc1S(=O)(=O)Nc1ccc2c(c1)OCO2	0	97	-0.4	-1	0	-0.4	98	6	1.1	7

Grouped by structure, the compounds so far containing a cyano group (4)
SMILES	STAT1 blocker	STAT3 act	Hsp70 activator	APP 5'UTR act	HMGR II inh	DTT redox prof	STAT1 activator	TLR4-MyD88 BLA	NF-kB neuron act	STAT3 inh
CCN(CC)C(=O)CSc1nc(C)cc(C)c1C#N	0	94	-0.2	13	-2	-0.7	99	1	1.2	18
N#C/C(C(=O)c1ccccc1)=C1/CCCCCN1	-26	97	0.0	52	-1	2.3	124	6	2.3	10
CCc1nnc(NC(=O)CSc2nc3c(cc2C#N)CCCC3)s1	-7	95	0.0	199*	-3	2.9	107	1	2.4	10
CON(C)c1nc(OCC#N)nc(N(C)C)n1	-8	94	-0.2	-11	-2	-0.1	107	3	0.97	10

The order is random; any-hit rate near 5.6%.
